High-throughput results (PubChem)
TNAP activation fold – human TNAP enzyme activators, primary screen, biochemical, luminescent, no phosphate acceptor, uHTS (AID 1001) | purified TNAP, luminescent activation assay, no phosphate acceptor; higher activation fold means a stronger effect | 200,000 tested, 0.03% active | activation fold at 20 µM, or EC50 in µM where a hit was titrated; in the data active = activation fold from about 3, or a potency from the dose series; inactive = the rest, 99 in 100 with activation fold below about 1.6; note: many of its hits are not listed in these tables
human PMI inhibitors – MPI inhibition at elevated mannose 6-phosphate – biochemical, fluorescence intensity, high mannose 6-phosphate, primary screen (AID 1220); 190,000 tested, 0.66% active; inhibition, % at 20 µM, or IC50 in µM where a hit was titrated; recombinant PMI enzyme, coupled fluorescence intensity; higher % means a stronger effect
K1F lysis inhibition – inhibition of K1F phage lysis, E. coli UTI89, bacterial capsule biogenesis inhibitors, alamar blue (AID 488966); inhibition, % at 100 µM, or IC50 in µM where a hit was titrated; 340,000 tested, 0.02% active; E. coli UTI89 K1F phage lysis, alamar blue, 2 h; higher % means a stronger effect;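 active = phage lysis inhibition, versus mean bacterial control, above a set limit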;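 note: capsule biogenesis inhibitors block K1F phage lysis so surviving cells raise fluorescence; higher fluorescence means more inhibition of phage lysis; actives were called in the ten point dose series up to 300 µM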
ER stress rescue – protection against thapsigargin-triggered cell killing – 384-well, CSM14.1, ATP luminescence, primary screen (AID 1222) | CSM14.1 thapsigargin-induced death rescue, ATP luminescence; higher % means a stronger effect | cellular ATP content (survival), % at 20 µM; hits with a dose series show EC50 in µM | 190,000 tested, under 10 active;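 active = EC50 below 50 µM in the dose-response confirmation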;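 note: death triggered by thapsigargin at about 15 µM added after 2 h compound pretreatment; cell ATP read after overnight thapsigargin exposure of roughly 18 to 22 hours; normalized against plate controls of thapsigargin alone and 5% DMSO vehicle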
WT yeast gro inh – growth inhibition of WT yeast, mitochondrial fusion screen; mitochondrial fusion phenotypic screen, WT strain; inhibition, % at 10 µM; 190,000 tested, 2.1% active; in the data active = inhibition above about 58%; tested in S. cerevisiae
Myeloid diff MLP – promotes myeloid progenitor differentiation; ER-HoxA9 myeloid progenitors, lysozyme-GFP differentiation, flow cytometry; calls only at 10 µM; 360,000 tested, 1% active;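 active = normalized GFP-positive differentiation at or above the plate's own cutoff, the solvent-only control mean plus 3 SD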;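 note: cells exposed to compound for four days before flow analysis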
Lipid droplet – hepatic lipid droplet formation modulation. AML12 mouse hepatocytes, oleate lipid droplets, BODIPY imaging. inhibition, % at 6.5 µM. 240,000 tested, 0.4% active;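 active = lipid droplet intensity inhibited by at least 50%, with more than 500 cells counted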
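Material: mouse AML12 hepatocyte cell line, fixed after treatment; Timing: compound with oleate, overnight; Technique: high-content imaging of BODIPY-stained droplets and DAPI nuclei; Probe or stimulus: oleate, 100 µM final; Dosing: compound at 6.5 µM only.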
M1AAP inhibition – malaria alanyl aminopeptidase activity blockers – biochemical, fluorogenic H-Leu-NHMec substrate, 1536-well (AID 1445). one-dose inhibition, % at 30 µM; IC50 in µM for titrated hits. recombinant M1AAP, H-Leu-NHMec fluorogenic kinetic assay; higher % means a stronger effect. 220,000 tested, 0.42% active;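 active = primary inhibition above the hit cutoff, then over 50% inhibition at one or more dose response concentrations, cut at about 23% in these data, passing the limit was not always enough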;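 note: plate controls were DMSO full reaction for no effect and no enzyme background for full effect; strong numbers were not always called active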
human PMI inhibition – MPI enzyme activity inhibition – biochemical, fluorescence intensity, coupled assay, primary screen (AID 1209); purified PMI enzyme, coupled fluorescence intensity; higher % means a stronger effect; one-dose inhibition, % at 20 µM; IC50 in µM for titrated hits; 190,000 tested, 0.42% active;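 note: plate controls were DMSO vehicle for no effect and wells lacking substrate for full effect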
WT yeast gro inh mutant strain – recorded beside WT yeast gro inh, whose call it bears; inhibition, %; mitochondrial fusion phenotypic screen, mutant strain inhibition
Lipid droplet cells 6.5 µM – also measured in Lipid droplet; calls as there; cell count; measured here: cell count, cytotoxicity flag;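 cells counted across two imaged fields per well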
Myeloid diff MLP GFP+ MAC1+ % – further read-out of Myeloid diff MLP, marked with its call; GFP+ MAC1+ double positive, %; measured here: differentiation confirmed by MAC1 staining
Numbers without * were called inactive; i = inactive; / = no result given; [ ] = dose if it differs, or a comment. Cut-off read from the data, not from the text of the source, unless noted: active = inhibition above about 50%; inactive = the rest.

SMILES	TNAP activation fold	human PMI inhibitors	K1F lysis inhibition	ER stress rescue	WT yeast gro inh	WT yeast gro inh mutant strain	Myeloid diff MLP	Myeloid diff MLP GFP+ MAC1+ %	Lipid droplet	Lipid droplet cells 6.5 µM	M1AAP inhibition	human PMI inhibition
Cc1ccc(/C(O)=C/C(=O)C(=O)NC23CC4CC(CC(C4)C2)C3)cc1	/	/	0.3%	/	/	/	i	0.8	-6.0	721	3.9%	/
Cc1cc(NC(=O)Cc2ccccc2)nc2c1c(=O)oc1ccccc12	1	9.9%	0.1%	2.4%	2.9	-11.8	i	2.2	12.9	588	1.9%	7.0%
O=C1Nc2ccccc2C12OCCS2 (stereo unspecified)	1.1	-2.0%	/	-0.2%	4.4	33.2	/	/	/	/	0.6%	-2.8%
c1ccc2c(c1)oc1c(N3CCOCC3)ncnc12	1.2	-5.9%	-0.1%	0.4%	51.7	31.3	i	1.9	/	/	1.3%	-4.0%
COc1ccc(N2CCN(C(=O)C(OC(C)=O)c3ccccc3)CC2)cc1 (stereo unspecified)	1.1	2.6%	-0.2%	-1.0%	-2.1	-43.8	i	0.5	-1.3	719	-2.7%	4.2%
CC(C)[C@H](NC(=O)NCCc1ccc(Cl)cc1)C(=O)O	1.1	-21.8%	2.7%	-1.6%	-14.9	-6.1	i	0.7	/	/	-0.1%	-19.4%
CCc1cc2c(=O)c(-c3nc4ccccc4n3C)c(CCCC(=O)O)oc2cc1OC(=O)C(C)(C)C	1	-1.6%	-0.6%	-0.6%	-13.6	-4.8	i	0.1	16.0	759	9.5%	-3.2%
Cn1nc(-c2ccccc2)c2ncc(C(F)(F)F)cc21	1.1	-8.6%	-1.7%	-0.2%	-6.8	5.2	i	0.7	23.6	683	-3.5%	-9.3%
CCOC(=O)CSc1snnc1-c1ccccc1	1.1	-3.7%	0.4%	-2.1%	-6.5	-1.5	i	0.7	-5.2	765	-1.7%	-0.3%
Cc1ccc(S(=O)(=O)NCC(=O)OCC(=O)N2N=C(c3ccc(Cl)cc3)CC2c2ccco2)cc1C (stereo unspecified)	1	0.0%	-0.1%	-1.1%	8.8	-7.8	i	0.9	16.1	682	-3.7%	0.6%
CCOc1ccc2nc(N3CCCC(C(=O)NCCCN4CCOCC4)C3)sc2c1 (stereo unspecified)	0.9	7.0%	-0.1%	-1.2%	2.6	-4.8	i	4.1	2.2	683	0.4%	7.6%
COc1ccc(/C=N/N2CCN(C3c4ccccc4-c4ccccc43)CC2)cc1OC	1	6.6%	6.0%	2.5%	-11.4	-10.4	i	0.6	0.8	550	1.7%	14.1%
COc1cc(C)c(CNc2cc(C)cc(C)c2)cc1C	1.1	4.8%	1.0%	-0.3%	-4.4	6.7	i	1.4	12.2	770	3.7%	3.5%
CC(SCC(=O)Nc1ccc(S(=O)(=O)N2CCCCC2)cc1)C(=O)O (stereo unspecified)	1.1	0.1%	0.3%	-1.8%	9.5	1.3	i	1.3	/	/	3.9%	3.5%
OC(CSc1ccccc1Cl)CN1CCN(c2ccccc2F)CC1 (stereo unspecified)	1.1	12.9%	0.9%	-3.1%	46.0	49.6	i	10.8	26.0	497	-1.2%	11.4%
CC(C)N1CCc2c(sc(NC(=O)c3cc(-c4cccs4)nc4ccccc34)c2C(N)=O)C1	1	-48.1%	1.1%	-2.5%	48.9	28.9	i	1.4	-0.5	678	6.7%	-30.5%
CC(C)c1csc(CN2CCCC(CCC(=O)NCc3ccccc3F)C2)n1 (stereo unspecified)	1.1	-2.9%	0.1%	-0.1%	8.4	-3.9	i	0.3	-13.1	660	-11.7%	-1.5%
O=c1c(-c2ccco2)[n+]([O-])c2ccccc2n1OCc1ccccc1	1.1	-15.1%	i	-2.5%	-5.9	9.7	i	0.2	0.3	789	21.4%	-8.7%
CCCCNC(=O)C1CCCN(S(=O)(=O)c2ccc(-n3cnnn3)cc2)C1 (stereo unspecified)	1.2	-0.1%	2.4%	1.1%	4.8	3.9	i	0.6	/	/	-2.7%	-2.7%
Cc1nn(Cc2ccccc2)c(=O)n1N(C)c1ncc(C(F)(F)F)cc1Cl	1.1	-0.9%	4.9%	-1.0%	20.4	6.7	i	3.0	2.1	761	0.0%	-2.9%
CN(c1ccc(C(=O)O)cc1)S(=O)(=O)c1ccc(Cl)cc1	1.1	-8.3%	1.1%	4.2%	-2.4	2.0	i	1.3	-6.0	781	2.8%	-4.1%
CC(NC(=O)c1cc2c(s1)CCCC2)C(C)(C)C (stereo unspecified)	1.2	2.5%	2.2%	-0.8%	-4.2	7.0	i	1.4	4.8	747	-1.0%	0.7%
Cc1cc(C)nc(Nc2ncc(O)n2-c2ccccc2)n1	1.1	9.2%	0.2%	3.2%	64.4*	-35.8*	/	/	/	/	-4.8%	2.0%
O=C(Cn1c(COc2ccccc2)nc2ccccc21)Nc1cc(Cl)c(Cl)cc1Cl	1	-6.3%	/	-0.9%	17.9	22.9	/	/	-22.0	541	11.2%	-6.8%
CCOC(=O)N1CCN(C(=O)COc2ccc([N+](=O)[O-])cc2)CC1	1.1	3.5%	0.2%	1.5%	-4.9	-8.0	i	0.2	2.7	636	-1.1%	0.1%
CCOC(=O)/C(C#N)=C\c1ccc(N2CCN(C)CC2)cc1	1	7.7%	1.9%	-1.3%	-9.4	-13.9	i	2.8	12.9	719	11.1%	4.7%
CCOc1cccc(NC(=O)C2CC(=O)N(C)C2)c1 (stereo unspecified)	1	-1.1%	0.0%	2.0%	7.7	1.8	i	7.6	10.6	771	0.7%	-2.4%
CN1CCCN(C(=O)C2CCCCC2)CC1	1.1	-1.7%	0.1%	-0.1%	2.9	-4.7	i	0.2	-3.8	712	1.6%	2.6%
COc1ccc(F)cc1S(=O)(=O)n1nnc2ccccc21	1	/	-1.9%	7.5%	3.3	-12.6	i	4.0	6.7	753	6.7%	/
O=C(CC12CC3CC(CC(Br)(C3)C1)C2)NC1=NCCS1	1.1	-2.3%	0.5%	1.4%	3.4	14.2	i	0.3	-5.6	683	1.1%	-3.2%
O=C(NCc1ccc2c(c1)OCO2)c1ccccn1	1	-10.9%	-0.1%	-2.7%	-6.3	4.7	i	1.2	-5.1	763	-0.3%	-6.9%
O=C(CSc1nnnn1C1CCCC1)N1CCOCC1	1.1	0.8%	1.1%	3.9%	-10.5	-4.6	i	0.5	5.3	696	2.5%	3.4%
CC(C)c1c(O)cc(-c2ccncc2)n(-c2ccc(Cl)cc2)c1=O	1.1	9.4%	1.0%[50 µM]	2.6%	17.0	6.5	i	0.7	11.6	714	2.6%	8.8%
CC(C(=O)Nc1ccccc1Oc1ccccc1)c1ccccc1 (stereo unspecified)	1.1	0.2%	0.3%	-0.4%	33.0	0.2	i	0.6	-26.3	688	0.6%	-0.1%
COc1cc(C=O)ccc1OCc1cccc(Br)c1	1	-1.5%	0.0%	-1.2%	-30.1	-29.6	i	0.6	-13.3	648	6.9%	3.2%
CC(=O)NCC(=O)OC(C)C(=O)Nc1ccc(C(C)=O)cc1 (stereo unspecified)	1	4.2%	-0.1%	1.4%	3.1	-0.1	i	0.0	15.7	733	2.8%	6.2%
O=C1OCc2cc(NS(=O)(=O)c3cccs3)ccc21	1.1	-4.3%	2.5%	-2.2%	2.9	0.1	i	7.5	15.0	809	6.0%	4.0%
CCN1C(=O)CSc2ccc(C(=O)NCc3ccc(OC)cc3)cc21	1.2	7.1%	5.0%	-0.2%	-18.7	0.8	i	3.1	-12.9	724	-2.8%	-0.1%
CCOC(=O)N1CCC(N2Cc3cccc(C(=O)N4CCN(c5cccc(Cl)c5)CC4)c3C2=O)CC1	1	-0.4%	0.1%	0.6%	-4.9	-5.1	i	0.6	-1.6	734	0.2%	-2.5%
Cc1cc(NC(=O)CSc2nnc(C3CC3)n2N)c([N+](=O)[O-])cc1C	1.1	22.7%	0.3%	-0.1%	2.1	-2.0	i	0.9	6.2	693	2.2%	8.1%

Copied from the list.
O=C(Cn1c(COc2ccccc2)nc2ccccc21)Nc1cc(Cl)c(Cl)cc1Cl in WT yeast gro inh mutant strain is listed with 22.9
COc1ccc(F)cc1S(=O)(=O)n1nnc2ccccc21 in M1AAP inhibition is listed with 6.7%

4 compounds already listed, ordered by the value under human PMI inhibitors, smallest number first:
| compound | human PMI inhibitors |
| --- | --- |
| CN(c1ccc(C(=O)O)cc1)S(=O)(=O)c1ccc(Cl)cc1 | -8.3% |
| O=C1OCc2cc(NS(=O)(=O)c3cccs3)ccc21 | -4.3% |
| CC(C(=O)Nc1ccccc1Oc1ccccc1)c1ccccc1 (stereo unspecified) | 0.2% |
| Cc1cc(NC(=O)CSc2nnc(C3CC3)n2N)c([N+](=O)[O-])cc1C | 22.7% |

Next results:
SMILES	TNAP activation fold	human PMI inhibitors	K1F lysis inhibition	ER stress rescue	WT yeast gro inh	WT yeast gro inh mutant strain	Myeloid diff MLP	Myeloid diff MLP GFP+ MAC1+ %	Lipid droplet	Lipid droplet cells 6.5 µM	M1AAP inhibition	human PMI inhibition
O=C(Cn1cnc2c(oc3ccccc32)c1=O)c1ccccc1	1.1	5.9%	7.3%	-0.4%	5.0	-2.5	i	0.6	/	/	5.9%	3.7%
CCOC(=O)c1cc2sccc2n1CC(=O)O	1.1	9.7%	2.5%	-0.4%	2.3	11.0	i	1.7	1.1	713	1.9%	8.3%
COc1ccc(/C=N/NC(=O)c2ccc(-c3ccccc3)cc2)cc1O	1.1	-0.9%	i	-0.7%	-4.7	-17.4	i	0.5	-0.5	690	-0.4%	-13.9%
CCOc1ccc(OCC)c2sc(C)nc12	1.1	-4.1%	-0.1%	/	3.7	15.0	i	1.4	-9.2	731	-2.1%	-3.7%
O=C(Oc1cccc(OC(=O)N2CCCCC2)c1)N1CCCCC1	1.1	/	0.1%	1.7%	1.2	-15.8	i	0.5	21.9	665	5.7%	/
CCCNC(=O)CN(c1ccc(F)cc1)S(=O)(=O)c1ccc2c(c1)OCCO2	1.2	7.7%	8.9%	-4.7%	7.1	18.5	i	6.7	6.5	752	4.3%	4.8%
COc1ccccc1NC(=O)CNC(=O)c1ccccc1	1	-7.0%	0.5%	-2.7%	-40.7	-10.1	i	0.5	-11.7	756	13.0%	0.1%
CCSc1nnc(-c2ccc(OC)cc2)o1	1.1	3.2%	1.7%	/	0.2	-5.9	i	0.8	5.4	741	-6.0%	3.7%
Cc1sc2ncnc(SCC(=O)N(C(C)C)C(C)C)c2c1C	0.9	1.1%	1.6%	0.3%	-13.6	-17.2	i	0.2	7.4	615	-3.4%	-2.9%
